PI5P4K alpha inh = inhibitors of human PI5P4K alpha | PI5P4Kalpha enzyme, ADP-Glo luminescence, 60 min; stronger effect = lower value | max response, % | P48426 | 330,000 compounds, 1.2% hits; active = max response of -50% or lower; inconclusive = between -30% and -50%; inactive = -30% or higher; note: value at the top dose of about 77 µM; % is set by controls: 0 for no effect and ±100 for the full control effect
Target sequence (P48426 whole entry, looked up): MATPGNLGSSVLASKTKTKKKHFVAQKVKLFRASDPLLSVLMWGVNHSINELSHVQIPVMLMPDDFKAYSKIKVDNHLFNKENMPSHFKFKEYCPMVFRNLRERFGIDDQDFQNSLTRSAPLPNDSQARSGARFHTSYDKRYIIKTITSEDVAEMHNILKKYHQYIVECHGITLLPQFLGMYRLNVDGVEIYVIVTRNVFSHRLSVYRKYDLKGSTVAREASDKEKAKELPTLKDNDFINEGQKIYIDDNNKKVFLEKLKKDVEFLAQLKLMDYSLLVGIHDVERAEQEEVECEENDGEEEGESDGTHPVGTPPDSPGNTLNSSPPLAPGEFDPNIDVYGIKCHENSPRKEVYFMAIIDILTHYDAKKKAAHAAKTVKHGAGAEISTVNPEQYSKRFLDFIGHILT
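qHTS, 1536-well: enzyme/substrate mix, compound by pin tool, 5 microM ATP final; RT 60 min; ADP-Glo reagents 1 (45 min) then 2 (30 min); luminescence.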
PLK1 PBD block = PLK1 (human) polo-box domain binding inhibition; Plk1 PBD binding of FITC phosphopeptide, fluorescence polarization; AID 720504; 360,000 compounds, 2.8% hits; P53350; Potency, µM, for inactives: max response, negative = inhibition, actives largely listed as inhibitors; note: potency is the fitted concentration of half-maximal effect; series mostly up to about 57 µM; % is set by controls: 0 for no effect and ±100 for the full control effect; nearly all actives have a fitted effect of over 65% in size
EPAC1 ag = activates human EPAC1 exchange factor | O95398 | EPAC1 agonist qHTS, biochemical assay; response scale: 100% = response to 6.5 mM cAMP | Potency, µM (doses to about 154 µM), inactives show at the top dose activation, hits mostly activators | 360,000 compounds, 0.073% hits | AID 720707; note: potency is the fitted concentration of half-maximal effect; nearly all actives have a fitted effect of over 60% in size
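Nucleotide exchange by EPAC1 (100 nM) on Rap1B–BODIPY-GDP (250 nM) in the presence of 50 uM GDP is tracked fluorescently at 480/540 nm over 30 min. Signals are normalized to a 6.5 mM cAMP control.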
GLP1R cytotox = cytotoxicity counter-screen for GLP-1 receptor inverse agonists | AID 624418 | 410,000 compounds, 0.13% hits | HEK293 cAMP-luciferase reporter cells, luminescence, 24 h | Potency, µM (doses to about 38.3 µM), inactives show top-dose activity change, negative = inhibition, most hits filed as inhibitors;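 note: loss of luciferase light is scored as toxicity; potency is the fitted concentration of half-maximal effect; % is set by controls: 0 for no effect and ±100 for the full control effect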
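Step one: seed cells (200 cells/uL, DMEM with 10% Nu serum, 1% pen-strep). Step two: 12-hour incubation at 37 deg C. Step three: pin 23 nL compound, incubate 24 hr. Step four: add luciferase reagent, read luminescence 12 min later.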
IL-2 act = IL-2 activation. activation, % (series mostly up to about 46 µM). IL-2 activation reporter assay, cell-based qHTS; stimulated with anti-CD3/CD4/CD28 beads; in transgenic mouse T cells. 360,000 compounds, 0.065% hits; in the data active = activation above about 50%; inconclusive = mostly about 30% to 49%; note: 0% is about no effect
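EGFP and DsRed fluorescence is measured by plate cytometry in unstimulated transgenic mouse T cells exposed to compound for 60 minutes, then stimulated 18 hours at 37 degrees C with anti-CD3/anti-CD4 beads plus anti-CD28.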
EPAC1 antag = antagonists of human EPAC1; O95398; EPAC1 GEF assay, Rap1b-BODIPY-GDP exchange fluorescence; Potency, µM (doses to about 115 µM), inactives show at the highest dose activity change, negative = inhibition, actives largely listed as inhibitors; 360,000 compounds, 0.14% hits;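 note: potency is the fitted concentration of half-maximal effect; plate controls were vehicle for no effect and positive control for full effect; nearly all actives have a fitted effect of over 50% in size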
GLP1R ag = GLP-1 receptor (human) agonism; Potency, µM (doses to about 45.6 µM), inactives show at the top dose activation, usual class: activators; AID 624172; P43220; 380,000 compounds, 0.007% hits; HEK293 GLP-1R CRE-luciferase, luminescence, 4-6 h; cells express a hypersensitive GLP-1R form; note: potency is the fitted concentration of half-maximal effect; % of control where 0% means no effect
GLP1R inv ag = inverse agonists of human GLP-1 receptor; HEK293 GLP-1R CRE-luciferase, luminescence, 24 h; GLP-1R form is constitutively active; Potency, µM (titrated, usually from 38.3 µM), without a hit: at the highest dose activity change, negative = inhibition, usual class: inhibitors; 410,000 compounds, 1.6% hits; AID 624417; note: potency is the fitted concentration of half-maximal effect; % is set by controls: 0 for no effect and ±100 for the full control effect; nearly all actives have a fitted effect of over 55% in size
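Inverse agonists were sought by their lowering of basal cAMP reporter luciferase output in HEK293 cells stably carrying constitutively active human GLP-1R, after 24 h compound treatment.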
PTHR1 ag = agonists of human PTHR1 parathyroid hormone receptor | Q03431 | HEK293 GP2 PTHR1 cells, GloSensor cAMP luminescence, 1 h | Potency, µM (titrated, usually from 115 µM), for the others: at the top dose activation, actives largely listed as activators | 410,000 compounds, 0.075% hits; note: potency is the fitted concentration of half-maximal effect; nearly all actives have a fitted effect of over 55% in size; some results filed as inactive show a strong effect at the top dose; inactives centre near -15; many of its hits are not listed in these tables
Target sequence (Q03431 whole entry, looked up): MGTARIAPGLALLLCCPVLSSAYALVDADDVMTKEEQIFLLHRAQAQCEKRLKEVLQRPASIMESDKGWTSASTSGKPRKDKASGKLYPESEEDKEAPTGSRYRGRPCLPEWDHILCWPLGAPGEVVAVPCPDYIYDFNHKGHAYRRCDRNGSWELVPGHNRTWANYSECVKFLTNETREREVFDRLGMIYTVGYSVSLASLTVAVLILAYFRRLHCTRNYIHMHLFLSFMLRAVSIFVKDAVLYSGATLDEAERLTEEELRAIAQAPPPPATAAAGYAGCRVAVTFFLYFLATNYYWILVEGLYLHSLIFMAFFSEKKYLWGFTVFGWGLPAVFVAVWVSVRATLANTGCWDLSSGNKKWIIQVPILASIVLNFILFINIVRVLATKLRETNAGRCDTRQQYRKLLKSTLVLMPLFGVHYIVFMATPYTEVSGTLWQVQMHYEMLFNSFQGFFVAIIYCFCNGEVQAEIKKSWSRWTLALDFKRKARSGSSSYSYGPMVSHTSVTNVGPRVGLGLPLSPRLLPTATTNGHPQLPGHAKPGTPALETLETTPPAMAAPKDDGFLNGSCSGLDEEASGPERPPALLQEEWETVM
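HEK-293-derived GP2 cells expressing PTHR1 and a GloSensor cAMP reporter, 3,000/well, plated overnight, given luciferin plus IBMX (each 0.5 mM as added) for 1 h at 37 °C, then compound for 1 h at 37 °C. Luminescence was read after 15 min at room temperature.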
An asterisk follows results filed as active; i = inactive; ? = inconclusive; . = no result given; [ ] = remark or other dose. Unless noted, calls come from the whole dose curve; as a rule, active = well fitted curve in the direction sought with a large enough effect; inconclusive = small, poorly fitted or top-dose-only effect, or another doubt; inactive = no such curve, though single readings can be large; an effect the other way counts as inactive or inconclusive. Some of the compounds tested. The share of hits here may be higher or lower than overall.

SMILES | PI5P4K alpha inh | PLK1 PBD block | EPAC1 ag | GLP1R cytotox | IL-2 act | EPAC1 antag | GLP1R ag | GLP1R inv ag | PTHR1 ag
CCOC(=O)CNC(=O)CNC(=O)c1ccc(OC)cc1 | 0 | -9% | 5% | 15% | -0.1 | -13% | -3% | 4% | i
Nc1c(C(=O)Nc2ccc(C(F)(F)F)cc2)sc2nc(-c3cccs3)ccc12 | . | . | . | 2% | . | . | -1% | 2% | -25%
O=P(O)(CP(=O)(c1ccccc1)c1ccccc1)c1ccccc1O | . | -7% | 12% | 2% | -1.4 | 5% | 0% | -3% | 1%[57.5 µM]
COc1cc(C2SCCS2)cc(Br)c1Oc1ncccc1[N+](=O)[O-] | 0 | -2% | 6% | 10% | 2.1 | -2% | 7% | ? | -67%[inhibitor]
Cn1c(/N=C/c2c[nH]c3ccccc23)nc2ccccc21 | 3 | -16% | 3% | 8% | 0.5 | -5% | -2% | 2% | i
COc1ccc(C)cc1S(=O)(=O)N1CCC(C(=O)NCCC2=CCCCC2)CC1 | . | -6% | 1% | -13% | -1.9 | -3% | 6% | -20% | -35%
COc1ccc(C(=O)NNC(=O)CN2CCN(c3nc(-c4ccccc4)cs3)CC2)cc1 | 1 | 0% | -17% | 8% | -0.2 | 8% | 9% | 5% | -1%
COc1ccccc1NC(=O)NCCCN1CCN(c2ccc(F)cc2)CC1 | . | . | . | -10% | . | . | -2% | ? | -36%[inhibitor]
COc1ccc(CCNS(=O)(=O)c2ccc3c(c2)CC(C)N3C(C)=O)cc1OC (stereo not drawn) | 0 | -4% | 3% | -10% | 2.3 | 5% | 7% | 46%[activator] | i
Cc1nc(NCCN2CCOCC2)c2nnn(Cc3ccccc3Cl)c2n1 | . | -16% | 0% | -25% | 0.0 | 1% | -8% | 0% | i
CCOCCCNCc1ccc(OCc2ccccc2Cl)cc1 | 44 | 2% | -1% | ? | 0.8 | -9% | 11% | ? | i
COc1ccc(CCNS(=O)(=O)c2ccc3c(c2)NC(=O)C(C)S3)cc1OC (stereo not drawn) | -3 | -17% | -9% | 19% | -2.3 | 3% | -4% | 0% | -74%[inhibitor]
O=C(Nc1ccc2c(c1)OCCO2)NC12CC3CC(CC(C3)C1)C2 | 6 | 1% | 6% | 1% | 1.2 | -3% | 2% | ? | -1%
CCOc1ccccc1C1CC(=O)Nc2c1c(=O)n(C)c(=O)n2C (stereo not drawn) | -5 | -10% | -2% | -7% | 0.1 | -8% | -3% | -17% | i
Cc1ccc(C2=[N+]([O-])C(C)(C)CC2)cc1 | -4 | ? | 1% | -11% | -2.1 | -27% | -9% | 1% | i
CCOC(=O)C(=NCCOC)NNc1cc(Cl)ccc1Cl | 23 | -4% | 2% | -9% | -0.4 | -9% | 21% | 2.8µM* | i
O=C(COc1ccc2cc(-c3ccccc3)c(=O)oc2c1)NCC1CCC(C(=O)O)CC1 (stereo not drawn) | -1 | -8% | -5% | -2% | -0.3 | 0% | 8% | -1% | -8%
CC(C)c1ccc(NC(=O)COC(=O)c2ccc(CN3CCCC3=O)cc2)cc1 | 5 | 3% | -17% | -4% | -0.3 | 23% | 19% | 7% | -57%[inhibitor]
NS(=O)(=O)c1ccc(NNC(=O)c2ccccc2C(=O)O)cc1 | -7 | -3% | 1% | -16% | -0.2 | -13% | -6% | ? | i
Cc1ccc(C)c(NC(=O)CN(C)C(=O)c2ccccc2OCc2ccccc2Cl)c1 | 15 | 1% | 1% | -10% | -6.1 | -1% | 10% | ? | -7%
COc1cccc(C(=O)NNC(=O)C(=O)Nc2ccc(C)c(Cl)c2)c1 | 8 | -9% | 11% | 3% | 0.4 | -1% | -3% | 12% | -1%
O=C1NC[C@@H](Cc2ccc(O)cc2)N(CCc2cccc(F)c2)C1=O | -1 | -9% | 2% | 11% | 0.0 | -1% | -5% | 3% | i
COc1cccc(C(C)(O)c2nc(-c3ccc(F)cc3OC)cs2)c1 (stereo not drawn) | 33 | -1% | -10% | 16% | -0.4 | -7% | 5% | ? | i
OCCNC(=S)Nc1cc(Cl)cc(Cl)c1 | 3 | -5% | -6% | -6% | 2.9 | 10% | -5% | -23% | -2%
Cc1ccccc1NC(=S)N(C)CCc1ccccn1 | -1 | 6% | 17% | -1%[1.53 µM] | 0.5 | 19% | -8% | 7% | i

Following part:
SMILES | PI5P4K alpha inh | PLK1 PBD block | EPAC1 ag | GLP1R cytotox | IL-2 act | EPAC1 antag | GLP1R ag | GLP1R inv ag | PTHR1 ag
FC(F)Sc1ccc(-n2cc(-c3ccccc3)[n+]3c2CCC3)cc1 | -6 | -8% | 13% | -9% | -0.1 | 13% | -20% | -30% | -8%
Nc1nc(SCC(=O)Nc2ccccc2Sc2ccccc2)n[nH]1 | . | -10% | 6% | 4% | -1.7 | -9% | -1% | 0% | i
COc1ccc(CNC(=O)CN2CCC(C(=O)c3ccc(OC)cc3)CC2)cc1 | . | -8% | -10% | ? | 0.4 | 5% | -6% | 10µM* | i
CN(C)S(=O)(=O)c1cccc(NC(=O)C2CCCN(C(=O)c3ccc(Cl)cc3)C2)c1 (stereo not drawn) | 0 | 2% | 10% | 0% | -1.8 | 3% | -1% | -12% | -28%
COc1ccccc1CNC(=O)CNC(=O)N1CC(=O)Nc2ccccc21 | -7 | -5% | 4% | -7% | -0.4 | 23% | 0% | 0% | i
COCCCNc1nc2c(-c3cccc(C)c3)nnn2c2ccccc12 | -1 | -2% | -13% | -4% | -2.1 | 16% | -5% | 7% | i
CCCN1C(=O)c2ccccc2NC1c1ccc(Br)cc1 (stereo not drawn) | 1 | -6% | -13% | 8% | -0.4 | -25% | 7% | ? | i
O=C(NCCCc1ccccc1)C1CC(=O)N(c2ccc3c(c2)OCCO3)C1 (stereo not drawn) | . | 1% | 1% | -5% | 0.7 | 7% | -15% | -9% | -1%[57.5 µM]
CC(C)(C)c1[nH]nc2c1C(C1C=CCCC1)C(C#N)=C(N)O2 (stereo not drawn) | -3 | -8% | 4% | ? | 0.6 | -24% | -6% | ? | -67%[inhibitor]
COc1ccc(C(CNC(=O)CNC(=O)c2cccc(Cl)c2)N2CCCC2)cc1 (stereo not drawn) | -4 | 3% | -3% | -22% | 0.6 | -3% | 7% | ? | i
CC(=O)N1c2ccc(S(=O)(=O)NCCC(=O)NC3CCC(C)CC3)cc2CC1C (stereo not drawn) | 1 | -4% | -5% | 4% | -0.4 | 8% | 3% | 19% | -6%
COc1cc(/C=N/Nc2nc(C)nc3c2cnn3-c2ccccc2)ccc1O | -17 | -7% | 2% | ? | -2.6 | -9% | -4% | 2% | -78%[inhibitor]
CC12CCC(=O)N1C(C(=O)NNC(=O)c1ccc(Br)cc1)CS2 (stereo not drawn) | -6 | -6% | 11% | -7% | -2.3 | 16% | 1% | 17% | i
OCC1N=C(c2ccccn2)OC1c1ccccc1 (stereo not drawn) | . | -6% | 7% | -5% | -0.3 | 8% | -6% | -1% | i
COCCNc1nc(NC(C)C)nc2ccsc12 | -1 | -1% | 7% | 2% | 0.1 | -6% | 17% | 24% | i
Cc1cccc(-n2nnc(C(=O)NC3CCCc4ccccc43)c2N)c1 (stereo not drawn) | 2 | 1% | 8% | ? | -2.3 | -22% | 6% | ? | -35%[inhibitor]
CCCCOc1cccc(C2/C(=C(/O)c3ccc4c(c3)CC(C)O4)C(=O)C(=O)N2CCN2CCOCC2)c1 (stereo not drawn) | -1 | -15% | 11% | 5% | -3.9 | 13% | -7% | 12% | i
O=C(CN(Cc1cccs1)C(=O)CNS(=O)(=O)c1ccccc1)NC1CCCC1 | 4 | -2% | 6% | 5% | 1.0 | 11% | 4% | -3% | i
Cc1cc(=O)[nH]c(N/N=C2/CCCC/C2=C\c2ccccc2)n1 | 1 | ? | -5% | -11% | 3.5 | -24% | -3% | 2% | -9%
COCCCNc1nc2c(-c3cccc(C)c3)nnn2c2ccc(Cl)cc12 | -2 | -4% | -11% | 75%[activator] | 0.8 | -6% | 9% | 37%[activator] | i
CCCCc1oc2c(c(=O)c1C)C(=O)CC(c1ccccc1)C2 (stereo not drawn) | . | -9% | 9% | ? | 1.8 | -1% | 4% | ? | 19%[57.5 µM]
O=C(COC(=O)CCC(=O)c1ccc(F)cc1)NCCc1ccccc1 | -3 | -9% | 5% | 1% | 0.1 | -4% | 7% | 0% | i

One compound at a time, as listed above. Order of screens: PI5P4K alpha inh | PLK1 PBD block | EPAC1 ag | GLP1R cytotox | IL-2 act | EPAC1 antag | GLP1R ag | GLP1R inv ag | PTHR1 ag
Cc1cccc(-n2nnc(C(=O)NC3CCCc4ccccc43)c2N)c1 (stereo not drawn) is entered as 2 | 1% | 8% | ? | -2.3 | -22% | 6% | ? | -35%[inhibitor]
CC(C)(C)c1[nH]nc2c1C(C1C=CCCC1)C(C#N)=C(N)O2 (stereo not drawn) is entered as -3 | -8% | 4% | ? | 0.6 | -24% | -6% | ? | -67%[inhibitor]
CN(C)S(=O)(=O)c1cccc(NC(=O)C2CCCN(C(=O)c3ccc(Cl)cc3)C2)c1 (stereo not drawn) is entered as 0 | 2% | 10% | 0% | -1.8 | 3% | -1% | -12% | -28%
CC12CCC(=O)N1C(C(=O)NNC(=O)c1ccc(Br)cc1)CS2 (stereo not drawn) is entered as -6 | -6% | 11% | -7% | -2.3 | 16% | 1% | 17% | i
CCCCOc1cccc(C2/C(=C(/O)c3ccc4c(c3)CC(C)O4)C(=O)C(=O)N2CCN2CCOCC2)c1 (stereo not drawn) is entered as -1 | -15% | 11% | 5% | -3.9 | 13% | -7% | 12% | i
